MCL1-BIM inh – inhibitors of MCL1 binding to BIM-BH3, primary screen, biochemical, fluorescence polarization; inhibition, % at 10.9 µM; 0.68% of 320,000 active; Induced myeloid leukemia cell differentiation protein Mcl-1 (Homo sapiens), Q07820; GST-MCL1 / FITC-Bim-BH3 fluorescence polarization;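 active = inhibition above the mean inhibition of all tested compounds plus 3 SD, set per campaign, cut at about 40% in these data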;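 also: 0% = DMSO wells and 100% = unlabeled Bim-BH3 peptide control; higher means more loss of mP so more displacement of Bim peptide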
Efflux pump mplx – inhibitors of Candida efflux pumps in yeast, primary screen, S. cerevisiae, Nile Red, multiplex; S. cerevisiae Candida pump triplex; inhibition, % at 10 µM; 0.44% of 330,000 active; AID 485275, 2010;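 active = plate passing quality check with inhibition over a set limit, or well fluorescence over plate mean plus 4 SD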;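 also: Nile Red retained in pooled yeast measured as flow cytometry median fluorescence; 0% = buffer negative control and 100% = Enniatin B positive control; higher means more Nile Red kept so more efflux inhibition; some compounds called inactive have numbers as strong as hits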
BCLXL inh – inhibitors of human Bcl-xL, primary screen, biochemical, fluorescence polarization, HTS | Bcl-2-like protein 1 (Homo sapiens), Q07817 | GST-Bcl-xL / FITC-Bim BH3 peptide fluorescence polarization | inhibition, % at 10.9 µM | 0.7% of 320,000 active | AID 2129, 2009;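 active = inhibition above the mean of all tested compounds plus 3 SD, cutoff set per campaign, cut at about 30% in these data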;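 also: 0% = DMSO wells and 100% = unlabeled Bim-BH3 peptide competitor; inhibitors lower millipolarization by displacing the labeled peptide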
Target sequence (Q07817 whole entry, looked up): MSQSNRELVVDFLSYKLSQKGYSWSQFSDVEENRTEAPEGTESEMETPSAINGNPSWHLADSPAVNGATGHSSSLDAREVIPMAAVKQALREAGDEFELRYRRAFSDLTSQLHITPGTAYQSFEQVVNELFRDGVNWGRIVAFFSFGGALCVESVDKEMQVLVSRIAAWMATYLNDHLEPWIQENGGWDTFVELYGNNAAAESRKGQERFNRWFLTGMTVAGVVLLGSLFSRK
ZTA counter – counter-screen for EBNA-1 inhibitors: inhibitors of Epstein-Barr virus ZTA | P03206 | ZTA-DNA binding, fluorescence polarization | inhibition, % at 11 µM | 0.15% of 320,000 active | AID 2234; in the data active = inhibition above about 33%
Target sequence (P03206 whole entry, looked up): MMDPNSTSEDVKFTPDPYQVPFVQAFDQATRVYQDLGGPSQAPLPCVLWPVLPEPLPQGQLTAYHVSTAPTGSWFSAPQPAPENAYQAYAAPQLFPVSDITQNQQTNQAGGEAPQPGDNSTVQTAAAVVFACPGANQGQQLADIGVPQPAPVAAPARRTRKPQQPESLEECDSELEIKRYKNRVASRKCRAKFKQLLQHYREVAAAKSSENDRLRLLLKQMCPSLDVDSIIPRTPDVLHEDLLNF
EBNA-1 inhibitor – EBNA-1 DNA-binding inhibitors, primary screen, biochemical, fluorescence polarization | inhibition, % at 14.8 µM | 0.34% of 300,000 active; in the data active = inhibition above about 28%
MEX-5 binding – MEX-5 zinc finger RNA-binding disruptors – biochemical, C. elegans, fluorescence polarization, MLPCN library, primary screen | Zinc finger protein mex-5 (Caenorhabditis elegans), Q9XUB2 | MEX-5/FITC-TCR2 RNA binding; stronger effect = lower value | activity score (negative = inhibition of binding), % at 10 µM | 0.38% of 300,000 active | AID 1832, 2009;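 active = inhibition past about -25% in most replicates, and total fluorescence under double the plate's negative control median, limit read from the data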;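 also: 0% = DMSO and -100% = 5 µM competing unlabeled TCR2 RNA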
Target sequence (Q9XUB2 whole entry, looked up): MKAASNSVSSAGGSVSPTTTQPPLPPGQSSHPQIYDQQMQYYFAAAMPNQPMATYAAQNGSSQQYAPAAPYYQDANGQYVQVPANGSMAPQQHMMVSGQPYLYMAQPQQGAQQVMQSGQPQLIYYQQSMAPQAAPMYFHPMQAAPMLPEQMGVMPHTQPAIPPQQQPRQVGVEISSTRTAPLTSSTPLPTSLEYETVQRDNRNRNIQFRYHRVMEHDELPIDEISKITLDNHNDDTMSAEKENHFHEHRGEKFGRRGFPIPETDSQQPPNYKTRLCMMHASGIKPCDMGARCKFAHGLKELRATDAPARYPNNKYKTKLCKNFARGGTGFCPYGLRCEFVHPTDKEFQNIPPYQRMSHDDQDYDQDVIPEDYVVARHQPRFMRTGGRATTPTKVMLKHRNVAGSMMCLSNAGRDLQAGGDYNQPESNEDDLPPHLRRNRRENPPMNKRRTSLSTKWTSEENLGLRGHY
Yeast superoxide – reduction of superoxide in aged yeast, primary screen, HTS | S. cerevisiae aged cells, superoxide DHE fluorescence; stronger effect = lower value | superoxide response (% of plate mean), % at 10 µM | 0.18% of 330,000 active | AID 2690, 2010;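 active = superoxide response under a set limit, about three screen SD below normal, cut at about 65% in these data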;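 also: yeast aged for seven days with compound at 30 °C before DHE staining; 100% = average MFI of all compound-treated wells on the plate with controls excluded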
Fam108B inh – mouse Fam108B serine hydrolase inhibitors, primary screen, counter-screen for RBBP9 inhibitor project, biochemical, fluorescence polarization; recombinant Fam108B, FP-Rh probe fluorescence polarization; inhibition, % at 9.51 µM; 0.33% of 300,000 active; AID 1947, 2009;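 active = inhibition above the screen mean inhibition plus 3 SD, computed separately per campaign, cut at about 18% in these data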;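 also: inhibitors lower polarization as less probe binds the enzyme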
GLD-1 TGE inh – GLD-1/TGE RNA complex disruptors, primary screen, biochemical, fluorescence polarization; Female germline-specific tumor suppressor gld-1 (Caenorhabditis elegans), Q17339; purified GLD-1 + fluorescein TGE RNA; inhibition, % at 5.96 µM; 0.44% of 320,000 active;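 active = percent inhibition above a per-plate cutoff, the plate mean of test compounds plus 3 SD, cut at about 30% in these data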;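 also: 0% = DMSO wells with GLD-1 and probe and 100% = wells lacking GLD-1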
An asterisk follows results filed as active; . = no result given.

SMILES	MCL1-BIM inh	Efflux pump mplx	BCLXL inh	ZTA counter	EBNA-1 inhibitor	MEX-5 binding	Yeast superoxide	Fam108B inh	GLD-1 TGE inh
COc1ccc(N2CCN(C(=O)C(NC(=O)c3c(F)cccc3F)C(C)C)CC2)cc1 (configuration not stated)	-10	0.0	-3	-16	-13	-0.8	108	-3	-4
Cc1cc(C)c2ccc(C)[n+]([O-])c2c1O	8	0.0	5	4	12	-2.1	96	-4	-2
CCCCCCN1C(=O)C(O)=C(C(C)=O)C1c1ccc(Cl)cc1 (configuration not stated)	-3	-0.1	-1	12	-1	0.6	88	-1	-13
Cc1cccc(C(=O)NC(=S)N2CCN(c3ccc([N+](=O)[O-])cc3)CC2)c1	3	-0.3	-4	-10	2	0.2	99	2	6
Cc1ccc(-c2nnn(CC(=O)NCC3COCCO3)n2)o1 (configuration not stated)	8	0.1	6	9	4	-2.2	98	1	3
Nc1nc(SCc2ccc(F)cc2)ns1	7	0.0	5	10	-5	-0.8	99	-4	4
CC(C(=O)NCc1ccco1)n1cc([N+](=O)[O-])cn1 (configuration not stated)	3	0.7	6	11	-2	0.1	100	-2	-10
CCc1ccc(NC(=O)C(=O)NCCN2CCN(Cc3ccc([N+](=O)[O-])cc3)CC2)cc1	-7	-0.3	-6	-2	9	-0.8	108	-2	1
O=C(/C=C/c1ccccc1Cl)NCc1cccs1	0	0.2	-2	3	12	-0.9	94	-1	1
CN1CCN(C(=O)c2ccccc2NC(=O)Cc2ccccc2)CC1	-2	0.2	-1	-5	-14	1.2	139	-5	-3
COc1cccc(N2CCN(C(=O)c3ccc(CS(=O)c4ccccc4Cl)o3)CC2)c1 (configuration not stated)	9	0.1	6	6	9	-1.4	98	-2	1
C=CCc1cccc(/C=N/NC(=O)COc2ccc(-n3cnnn3)cc2)c1O	11	0.0	1	20	-2	-1.3	92	-1	6
CN(C)C(C)(C)C#CCCCCC#CC(C)(C)N(C)C	4	0.0	-4	-3	11	.	86	-2	1
COc1ccc2cc(S(=O)(=O)N3CCCC(C)C3)ccc2c1 (configuration not stated)	0	-0.3	2	1	-5	0.0	98	-3	-8
COc1ccc(-c2cc(-c3ccccc3)c(C#N)c(S(C)=O)n2)cc1 (configuration not stated)	1	-0.1	0	6	2	1.7	105	-4	2
CCc1ccc(CN2CCCC(C(=O)Nc3ccc(-c4cscn4)cc3)C2)o1 (configuration not stated)	-12	0.1	-8	-6	-16	0.9	124	-5	-8
CC1CCCCN1C(=O)CCn1c(=O)oc2ccccc21 (configuration not stated)	4	0.2	4	9	6	-2.9	96	0	1
O=C(O)C1(NS(=O)(=O)c2ccc(F)c(Cl)c2)CCCCC1	3	-0.1	1	-5	3	0.2	109	-1	7
COc1ccc2cc3cc(C(=O)NC4CC4)sc3nc2c1	6	0.1	1	-6	-8	-3.2	87	-1	1
Cc1ccc(N/N=C/c2c(O)cc(C)oc2=O)cc1	11	-0.2	8	-15	0	-2.9	79	-3	5

Gathered by group, the entries above containing a thiophene ring, fused or not.
SMILES	MCL1-BIM inh	Efflux pump mplx	BCLXL inh	ZTA counter	EBNA-1 inhibitor	MEX-5 binding	Yeast superoxide	Fam108B inh	GLD-1 TGE inh
O=C(/C=C/c1ccccc1Cl)NCc1cccs1	0	0.2	-2	3	12	-0.9	94	-1	1
COc1ccc2cc3cc(C(=O)NC4CC4)sc3nc2c1	6	0.1	1	-6	-8	-3.2	87	-1	1

Going on with the list.
SMILES	MCL1-BIM inh	Efflux pump mplx	BCLXL inh	ZTA counter	EBNA-1 inhibitor	MEX-5 binding	Yeast superoxide	Fam108B inh	GLD-1 TGE inh
Cc1ccc(C(=O)N2CCN3C(=O)c4ccccc4C23c2ccccc2)cc1 (configuration not stated)	-4	-0.1	6	4	1	2.1	101	-2	-7
CC(=O)Nc1ccc2nc(SCC(=O)NCCOc3ccccc3)sc2c1	-5	-0.1	-3	6	-5	0.5	100	-5	-4
CCc1cc2c(NCCC(=O)O)nc(C)nc2s1	9	-0.1	5	7	-5	0.2	98	3	-6
CCOC(=O)c1c(-c2ccccc2)csc1NC(=O)CCN1CCOCC1	7	4.0	0	21	5	-0.9	127	3	5
CCOC(=O)C1CCCN(C(=O)Cn2cnc3c2c(=O)n(C)c(=O)n3C)C1 (configuration not stated)	4	0.1	6	-15	3	2.1	90	-19	1
COCCCC1CCN(C(=O)C2CCC(=O)N(CCc3cccc(F)c3)C2)CC1 (configuration not stated)	-10	0.6	-2	2	2	-3.9	98	-2	-2
Cc1cc(/C=N/NS(=O)(=O)c2ccc(F)c(Cl)c2)no1	-3	-0.2	1	10	9	-1.4	90	-2	-2
COc1ccc(-c2c(C)c3ccc(O)cc3oc2=O)cc1	4	0.1	5	7	1	-5.6	103	-5	3
C=CCn1c(SCC(=O)N2CCN(c3ccc(F)cc3)CC2)nnc1-c1ccco1	-3	0.0	-2	-4	5	2.1	104	-4	11
CCNS(=O)(=O)c1ccc(NC(=O)Nc2ccccc2OC)cc1	4	-0.1	4	-8	-6	-0.2	95	7	2
COc1ccccc1N1CCN(CCCCOc2ccc(C)cc2C)CC1	-1	0.0	1	-1	12	0.5	95	3	-1
NS(=O)(=O)c1cccc(NC(=O)COC(=O)C2CCN(S(=O)(=O)c3cccs3)CC2)c1	-10	-0.1	-6	-2	7	-2.1	109	2	4
COc1ccc(NC(=S)NCCc2ccccc2)c(C)c1	10	0.0	2	-11	-5	0.8	94	0	-3
CCOCCCNC(=S)Nc1ccc2nc3n(c(=O)c2c1)CCCCC3	2	0.0	8	1	4	-3.2	84	4	-8
COc1cc(/C=N/NC(=O)CCn2c3ccccc3c3ccccc32)cc(OC)c1OC	6	0.1	4	-11	-4	-1.7	97	0	11
CCOC(=O)c1[nH]n(-c2ccc(Cl)cc2)c(=O)c1C	2	-0.1	5	-4	8	2.2	102	1	3
c1cnc2ccc(C(c3nnnn3C3CCCC3)N3CCSCC3)cc2c1 (configuration not stated)	-1	0.1	2	-18	-11	-1.5	94	2	-1
COc1ccccc1-c1nc(C#N)c(N2CCN(c3ccccc3)CC2)o1	5	-0.1	4	1	-2	-0.4	102	4	2
COc1ccc(S(=O)(=O)N2CCCCCC2)cc1C(=O)OCc1cccc(OC)c1OC	-2	0.0	5	-8	-3	1.1	85	1	1
O=C(COc1ccc(F)cc1Cl)NC1CCCCCC1	4	0.3	-1	7	.	.	82	.	0
COc1ccc(NC(=O)CCn2cccc2)c(OC)c1	0	0.0	-3	18	1	2.6	120	1	2
CC(=O)C1=C(O)C(=O)N(CCc2c[nH]c3ccccc23)C1c1ccco1 (configuration not stated)	10	-0.2	8	7	10	-1.3	107	-2	-1
NS(=O)(=O)c1ccc(CCNC(=O)COC(=O)C2CCN(c3ccc(C(F)(F)F)cn3)CC2)cc1	-10	-0.2	-4	-9	1	0.9	90	2	6
O=S(=O)(c1ccc(NCCOc2ccccc2)nc1)N1CCCC1	4	-0.1	6	2	.	.	130	.	-6
COc1cccc(-c2nn(-c3ccccc3)cc2C(=O)OCC(=O)Nc2ncc(Cl)cc2Cl)c1	7	0.1	9	13	3	.	80	-8	7
O=S(=O)(Nc1ccc2c(c1)OCO2)c1cccs1	17	0.5	7	6	-11	-0.3	101	1	1
CCN(CC)C(=O)Oc1ccnc2cc(Cl)ccc12	-4	0.0	-1	-32	-1	-0.7	104	0	0
O=C(c1ccc(Cl)cc1)N1N=C(c2ccccn2)CC1(O)C(F)(F)F (configuration not stated)	-10	-0.1	-13	-9	-12	2.7	110	-2	12
O=C(NC(Cc1c[nH]c2ccccc12)C(=O)N/N=C/c1cccnc1)c1cccs1 (configuration not stated)	2	-0.1	0	-24	1	0.2	96	1	1
CCOc1ccc(NC(=S)NC(C)CCc2ccccc2)cc1 (configuration not stated)	13	-0.1	5	-14	3	3.2	97	0	4
COCCCN1C(=O)c2ccc(C(=O)Nc3ccccc3Cl)cc2C1=O	5	0.0	0	-1	3	1.1	96	-2	-3
CC(C)(C)N(NC(=O)Nc1ccc(F)cc1)C(=O)c1ccccc1	3	0.1	3	-6	-15	1.6	93	0	9
COc1cc(CN2CCSCC2)c([N+](=O)[O-])cc1OC	0	0.0	1	15	7	-2.4	94	0	1
COc1ccc(C(NC(=O)c2ccc(F)cc2)c2ccccc2)cc1 (configuration not stated)	4	0.0	4	12	13	.	95	2	2
COc1ccc(CNC(=O)COc2cccnc2[N+](=O)[O-])cc1	-1	0.0	6	2	6	0.2	108	1	7
O=[N+]([O-])c1cccc(/C=N/Nc2ccccn2)c1	-3	-0.1	-2	-22	-7	-1.6	106	-1	-7
COC(=O)CCC(=O)c1oc2ccc(Br)cc2c1N	-1	0.0	2	2	11	-3.5	91	-1	1
COc1cc([N+](=O)[O-])ccc1NC(=O)/C=C\C(=O)O	4	-0.1	6	-10	7	-1.2	101	-4	3
O=S(=O)(NCCCc1ccccc1)c1ccccc1	6	0.0	6	-1	-8	1.9	96	0	3
Cc1cc(C)c[n+](CC(=O)c2ccc(C)c([N+](=O)[O-])c2)c1	-2	0.1	-3	-5	-1	0.9	113	2	6
COc1ccc(C(CNC(=O)c2cccc(NS(=O)(=O)c3ccc(Br)cc3)c2)N(C)C)cc1 (configuration not stated)	8	0.2	2	-1	-1	-2.2	90	-3	-1

Record cards (already shown):
Record of CCc1ccc(NC(=O)C(=O)NCCN2CCN(Cc3ccc([N+](=O)[O-])cc3)CC2)cc1 : MCL1-BIM inh = -7; Efflux pump mplx = -0.3; BCLXL inh = -6; ZTA counter = -2; EBNA-1 inhibitor = 9; MEX-5 binding = -0.8; Yeast superoxide = 108; Fam108B inh = -2; GLD-1 TGE inh = 1
Record of CCN(CC)C(=O)Oc1ccnc2cc(Cl)ccc12 : MCL1-BIM inh = -4; Efflux pump mplx = 0.0; BCLXL inh = -1; ZTA counter = -32; EBNA-1 inhibitor = -1; MEX-5 binding = -0.7; Yeast superoxide = 104; Fam108B inh = 0; GLD-1 TGE inh = 0
Record of O=S(=O)(NCCCc1ccccc1)c1ccccc1 : MCL1-BIM inh = 6; Efflux pump mplx = 0.0; BCLXL inh = 6; ZTA counter = -1; EBNA-1 inhibitor = -8; MEX-5 binding = 1.9; Yeast superoxide = 96; Fam108B inh = 0; GLD-1 TGE inh = 3
